Screening data deposited in PubChem by several laboratories.
RBBP9 inh: human RBBP9 hydrolase inhibition. recombinant RBBP9, FP-Rh probe fluorescence polarization. inhibition, % at 7.94 µM. hit rate 0.2% among 220,000;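 active = inhibition above the campaign mean of all tested compounds plus 3 SD, cut at about 14% in these data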;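 also: plate controls were DMSO wells with RBBP9 for no effect and wells lacking RBBP9 protein for full effect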
Target sequence (O75884 whole entry, looked up): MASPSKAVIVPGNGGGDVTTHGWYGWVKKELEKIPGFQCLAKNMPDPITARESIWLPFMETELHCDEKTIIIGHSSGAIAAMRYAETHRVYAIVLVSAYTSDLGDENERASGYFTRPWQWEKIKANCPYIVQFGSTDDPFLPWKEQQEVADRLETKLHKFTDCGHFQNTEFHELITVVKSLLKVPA
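Test system – recombinant human RBBP9 · Input – RBBP9 2.5 µM in dispensing solution, pre-mixing · Medium – Tris buffer pH 8.0, NaCl, Pluronic · Schedule – preincubation 30 min plus labeling 45 min at 25 °C · Measured by – fluorescence polarization · Measure – % inhibition · Controls – DMSO and no-protein wells · Replicates – one well per compound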
Hck-Nef inh: human Hck-Nef kinase inhibition. AID 463187. Recombinant Hck-YEEI plus Nef, Z-Lyte FRET kinase assay. P08631. hit rate 0.68% among 220,000. inhibition, % at 20 µM;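 active = Hck-Nef kinase inhibition above about 50%, limit read from the data; inactive = inhibition below that limit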;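 also: 0% = DMSO with Hck plus Nef and 100% = Hck alone without Nef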
Target sequence (P08631 whole entry, looked up): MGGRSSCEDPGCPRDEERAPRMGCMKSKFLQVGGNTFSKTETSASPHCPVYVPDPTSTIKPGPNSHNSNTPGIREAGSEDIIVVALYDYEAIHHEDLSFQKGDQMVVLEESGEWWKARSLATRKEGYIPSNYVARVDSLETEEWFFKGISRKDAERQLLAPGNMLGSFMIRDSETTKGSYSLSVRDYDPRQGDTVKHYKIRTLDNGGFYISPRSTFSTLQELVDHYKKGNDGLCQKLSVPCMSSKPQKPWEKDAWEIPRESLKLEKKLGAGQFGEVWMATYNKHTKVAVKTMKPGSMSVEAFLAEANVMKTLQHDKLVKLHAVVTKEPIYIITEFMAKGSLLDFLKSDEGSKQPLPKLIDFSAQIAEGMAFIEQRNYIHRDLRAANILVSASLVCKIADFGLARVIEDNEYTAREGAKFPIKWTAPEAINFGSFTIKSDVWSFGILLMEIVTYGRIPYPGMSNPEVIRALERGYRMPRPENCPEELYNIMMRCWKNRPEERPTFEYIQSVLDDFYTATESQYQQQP
TNF necrop inh: blocks TNF-alpha induced death of Jurkat FADD-/- cells | Jurkat FADD-/- TNF necroptosis rescue, ATP luminescence, 24 h; 0 = TNF only, 100 = no-TNF cells | activation (protection from cell death), % at 10 µM | hit rate 0.068% among 220,000 | AID 463075;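 active = activation, meaning protection from cell death, of at least 50% relative to plate controls; inactive = activation below 50%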;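 also: necroptosis triggered by 40 ng/mL TNF-alpha added together with compound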
Runt-CBFb FRET: blocks binding of human RUNX1 Runt domain to CBFb; inhibition, % at 20 µM; Cerulean-Runt/Venus-CBFb FRET ratio 530/480, 1 h; hit rate 0.46% among 220,000; AID 1496;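 active = inhibition over about 50% at 20 µM in the single-dose screen, limit read from the data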;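 also: 0% = DMSO wells and 100% = excess unlabeled CBFb competitor control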
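test system = Cerulean-tagged RUNX1 Runt domain (FRET donor) fusion protein | reagent = Venus-CBFb binding partner, 100 nM | incubation = protein complex preformed 1 h, compound exposure 1 h, room temperature, dark | detection = FRET fluorescence | read-out basis = loss of energy transfer signal | controls = 5 µM unlabeled CBFb as full-inhibition high control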
PERK inhibitor: human PERK inhibition, primary cell-based screen | CHO PERK-DD fusion, SEAP luminescence translation reporter | inhibition, % at 5.6 µM | hit rate 0.17% among 220,000 | AID 1416;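 active = inhibition above the mean inhibition of all tested compounds plus 3 SD, set separately per screening campaign, cut at about 2.9% in these data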;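 also: PERK kinase domain activated by AP20187 dimerizer at 100 nM; 0% = DMSO with dimerizer and 100% = rapamycin at 8.4 µM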
PGE2 EP2 inh: EP2 receptor (human) inhibition | P43116 | hit rate 0.52% among 260,000 | C6 glioma cells expressing human EP2, cAMP TR-FRET; cells stimulated with saturating PGE2 | inhibition, % at 25 µM;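 active = percent inhibition above 40 after rounding to a whole number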;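 also: rat C6 glioma host cells with rolipram phosphodiesterase inhibitor present; the protocol text gives 20 µM as final concentration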
Target sequence (P43116 whole entry, looked up): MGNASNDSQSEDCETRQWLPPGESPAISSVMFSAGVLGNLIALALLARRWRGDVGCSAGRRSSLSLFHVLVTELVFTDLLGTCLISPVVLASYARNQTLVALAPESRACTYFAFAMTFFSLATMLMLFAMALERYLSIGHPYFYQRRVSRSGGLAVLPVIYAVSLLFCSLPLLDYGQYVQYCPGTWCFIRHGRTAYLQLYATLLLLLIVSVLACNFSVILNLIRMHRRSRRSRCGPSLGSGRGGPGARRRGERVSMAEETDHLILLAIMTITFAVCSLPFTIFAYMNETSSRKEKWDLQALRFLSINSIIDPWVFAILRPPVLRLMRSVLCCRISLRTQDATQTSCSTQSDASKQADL
EP2 modulator: EP2 receptor (human) modulation; induction, % at 25 µM; hit rate 0.83% among 260,000; P43116; EP2-expressing cells, cAMP HTRF FRET, PGE2 co-stimulation;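 active = compounds whose cAMP rise, as percent of the full-agonist control response, exceeds 60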;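 also: rat C6 glioma line stably carrying human EP2 under a CMV promoter; the protocol text gives 20 µM as final concentration; 100% = response of wells given 1 µM PGE2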
L929 necroptosis: blocks zVAD induced death of L929 cells | L929 zVAD necroptosis rescue, ATP luminescence, 24 h; with zVAD 60 µM | hit rate 0.38% among 220,000 | viability rescue, % at 10 µM;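 active = activation, scaled between plate controls, above about 75%, limit read from the data; inactive = activation under that limit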;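 also: 0% = zVAD with DMSO and 100% = DMSO alone without zVAD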
Runt-SMMHC FRET: inhibitors of human RUNX1 Runt domain binding to CBFb-SMMHC. Q01196+Q13951. hit rate 0.74% among 220,000. Cerulean-Runt/Venus-CBFb-SMMHC FRET ratio 530/480, 1 h. inhibition, % at 20 µM;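 active = mean inhibition across duplicate retests at 20 µM reaching about 50%, limit read from the data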;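 also: 0% = DMSO wells and 100% = wells with excess untagged CBFb-SMMHC; inhibitors lower the FRET ratio by blocking Runt binding to CBFb-SMMHC; some results filed as inactive read as strong as hits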
Numbers without * were called inactive; & = joins results of further samples. A portion of the library; rates above refer to the full screens.

How did CCOC(=O)C(=NC1CCS(=O)(=O)C1)NNc1ccccc1Cl (stereo not drawn) do in these assays?
RBBP9 inh: -2; Hck-Nef inh: 7; TNF necrop inh: 1.0; Runt-CBFb FRET: 4; PERK inhibitor: -0.5; PGE2 EP2 inh: 5; EP2 modulator: -17; L929 necroptosis: -0.2; Runt-SMMHC FRET: -1

What do the screens show for `CCOC(=O)c1cnc2c(OC)cccc2c1NCc1cccnc1`?
RBBP9 inh: 5; Hck-Nef inh: 13; TNF necrop inh: 2.7; Runt-CBFb FRET: 0; PERK inhibitor: -0.6; PGE2 EP2 inh: 3; EP2 modulator: -5; L929 necroptosis: -1.2; Runt-SMMHC FRET: 3

How did N=c1nc(SCCC(=O)O)ss1 do in these assays?
RBBP9 inh: -6; Hck-Nef inh: 0; TNF necrop inh: 0.3; Runt-CBFb FRET: 1; PERK inhibitor: 0.8; PGE2 EP2 inh: 15&6; EP2 modulator: 29&17; L929 necroptosis: -0.2; Runt-SMMHC FRET: -3

How did COc1ccc(CCNC(=S)NCCc2c[nH]c3ccccc23)cc1 do in these assays?
RBBP9 inh: 7; Hck-Nef inh: -13; TNF necrop inh: -4.4; Runt-CBFb FRET: -2; PERK inhibitor: 0.7; PGE2 EP2 inh: 27; EP2 modulator: -62; L929 necroptosis: 1.4; Runt-SMMHC FRET: -4

What do the screens show for `Cc1cc(C)c2c(N)c(C(=O)N/N=C/c3ccccc3)sc2n1`?
RBBP9 inh: 6; Hck-Nef inh: 39; TNF necrop inh: 2.9; Runt-CBFb FRET: 15; PERK inhibitor: -1.8; PGE2 EP2 inh: 14; EP2 modulator: -14; L929 necroptosis: 73; Runt-SMMHC FRET: 30

How did O=C(N=Nc1c(O)[nH]c2ccccc12)c1cccc(S(=O)(=O)N2CCCCC2)c1 do in these assays?
RBBP9 inh: -4; Hck-Nef inh: 4; TNF necrop inh: 1.2; Runt-CBFb FRET: -8; PERK inhibitor: 0.8; PGE2 EP2 inh: 6; EP2 modulator: -3; L929 necroptosis: 0.7; Runt-SMMHC FRET: -5

How did C#CCOCCOCCOCCNc1nc(N2CCN(C(=O)[C@H](CCC(=O)O)n3cc(C(N)CO)nn3)CC2)nc(N2CCN(C(=O)[C@H](Cc3cc4ccccc4[nH]3)n3cc(C(N)[C@H](C)CC)nn3)CC2)n1 (stereo partly drawn) do in these assays?
RBBP9 inh: 1; Hck-Nef inh: -2; TNF necrop inh: 1.2; Runt-CBFb FRET: 2; PERK inhibitor: 1.1; PGE2 EP2 inh: 4; EP2 modulator: 5; L929 necroptosis: -0.6; Runt-SMMHC FRET: 2

Results for C=CCSc1nc2c(c(=O)n(C)c(=O)n2C)n1CC ?
RBBP9 inh: 1; Hck-Nef inh: 2; TNF necrop inh: -3.1; Runt-CBFb FRET: 2; PERK inhibitor: 0.9; PGE2 EP2 inh: 21&15; EP2 modulator: 1&4; L929 necroptosis: 0.0; Runt-SMMHC FRET: 5

How did CCOc1cccc(NC(=O)c2ccc(S(=O)(=O)N3CCCC3)cc2)c1 do in these assays?
Hck-Nef inh: 29; TNF necrop inh: 3.4; Runt-CBFb FRET: 0; PGE2 EP2 inh: 9; EP2 modulator: 8; L929 necroptosis: 0.6; Runt-SMMHC FRET: -1

What do the screens show for `Cc1[nH]c2ccccc2c1C(=O)CSc1ccc(F)cc1`?
RBBP9 inh: -1; Hck-Nef inh: 4; TNF necrop inh: 3.3; Runt-CBFb FRET: -1; PERK inhibitor: 0.8; PGE2 EP2 inh: 10; EP2 modulator: 9; L929 necroptosis: 0.7; Runt-SMMHC FRET: -6

Results for COCCn1c(NC(=S)NC(=O)C2CC2)cc(=O)[nH]c1=O ?
RBBP9 inh: -9; Hck-Nef inh: -1; TNF necrop inh: 0.2; Runt-CBFb FRET: 1; PERK inhibitor: 0.1; PGE2 EP2 inh: 12; EP2 modulator: 12; L929 necroptosis: 0.3; Runt-SMMHC FRET: -1

What do the screens show for `COc1ccc(C(=O)NCCN2C(=O)S/C(=C\c3cccnc3)C2=O)cc1[N+](=O)[O-]`?
RBBP9 inh: 4; Hck-Nef inh: 15; TNF necrop inh: -8.0; Runt-CBFb FRET: -1; PERK inhibitor: -0.4; PGE2 EP2 inh: 13; EP2 modulator: -10; L929 necroptosis: -0.4; Runt-SMMHC FRET: 0

How did COc1ccc(C(=O)/C=C/Nc2c(C)n(C)n(-c3ccccc3)c2=O)c(OC)c1 do in these assays?
RBBP9 inh: -2; Hck-Nef inh: 30; TNF necrop inh: -0.8; Runt-CBFb FRET: -1; PERK inhibitor: 0.1; PGE2 EP2 inh: 9; EP2 modulator: 2; L929 necroptosis: 34; Runt-SMMHC FRET: 0

Results for Cc1cc(Br)ccc1OCCN1CC(C)OC(C)C1 (stereo not drawn) ?
RBBP9 inh: -6; Hck-Nef inh: 3; TNF necrop inh: -0.3; Runt-CBFb FRET: -1; PERK inhibitor: 0.5; PGE2 EP2 inh: 12; EP2 modulator: 11; L929 necroptosis: 1.5; Runt-SMMHC FRET: 0

What do the screens show for `Cc1ccc(C2(c3noc(CN4C[C@@H](C)O[C@@H](C)C4)n3)CCCC2)cc1`?
RBBP9 inh: -1; Hck-Nef inh: -7; TNF necrop inh: -1.6; Runt-CBFb FRET: -1; PERK inhibitor: -0.7; PGE2 EP2 inh: 3; EP2 modulator: 4; L929 necroptosis: -0.7; Runt-SMMHC FRET: -1

Results for COc1ccc(/C=N/Nc2ncnc3sc(C)c(C)c23)cc1 ?
RBBP9 inh: -9; Hck-Nef inh: 2; TNF necrop inh: 1.4; Runt-CBFb FRET: -7; PERK inhibitor: -0.3; PGE2 EP2 inh: 6; EP2 modulator: -16; L929 necroptosis: 1.1; Runt-SMMHC FRET: -1

What do the screens show for `Cn1cc(C(=O)N/N=C/c2c(O)ccc3ccccc23)ccc1=O`?
RBBP9 inh: 11; Hck-Nef inh: 11; TNF necrop inh: -12; Runt-CBFb FRET: -1; PERK inhibitor: 1.2; PGE2 EP2 inh: 5; EP2 modulator: -61; L929 necroptosis: 65; Runt-SMMHC FRET: -14

How did COc1ccc(CNC(=O)C(C#N)c2nc3ccccc3nc2N2CCCC2)cc1 (stereo not drawn) do in these assays?
RBBP9 inh: 4; Hck-Nef inh: 0; TNF necrop inh: -1.3; Runt-CBFb FRET: 9; PERK inhibitor: -0.3; PGE2 EP2 inh: 19; EP2 modulator: 28; L929 necroptosis: -0.1; Runt-SMMHC FRET: 48

How did Cc1c(C)n(C(=O)CN2CCN(c3ccccn3)CC2)c2ccccc12 do in these assays?
RBBP9 inh: -7; Hck-Nef inh: 8; TNF necrop inh: -1.6; Runt-CBFb FRET: -2; PERK inhibitor: -0.5; PGE2 EP2 inh: 16; EP2 modulator: -3; L929 necroptosis: 0.8; Runt-SMMHC FRET: -1

How did OCCC1CN(Cc2ccc(Oc3ncccn3)cc2)CCN1CCc1ccccc1 (stereo not drawn) do in these assays?
RBBP9 inh: -7; Hck-Nef inh: 16; TNF necrop inh: 0.4; Runt-CBFb FRET: 0; PERK inhibitor: -0.2; PGE2 EP2 inh: 9; EP2 modulator: -2; L929 necroptosis: -0.5; Runt-SMMHC FRET: 4

What do the screens show for `Cc1ccn2cc(CNS(=O)(=O)c3cccs3)nc2c1`?
RBBP9 inh: 2; Hck-Nef inh: 13; TNF necrop inh: 4.2; Runt-CBFb FRET: 4; PERK inhibitor: 0.7; PGE2 EP2 inh: 6; EP2 modulator: -6; L929 necroptosis: 0.8; Runt-SMMHC FRET: 2

How did Cc1ccccc1C(=O)NC(CC(C)C)C(=O)Nc1ccc(F)c([N+](=O)[O-])c1 (stereo not drawn) do in these assays?
RBBP9 inh: 4; Hck-Nef inh: 0; TNF necrop inh: -8.7; Runt-CBFb FRET: 1; PERK inhibitor: -0.8; PGE2 EP2 inh: 15; EP2 modulator: -51; L929 necroptosis: 1.1; Runt-SMMHC FRET: 1

What do the screens show for `O=C(COc1ccccc1)N(CCc1ccccc1)c1nc(-c2ccc(F)cc2)cs1`?
RBBP9 inh: -14; Hck-Nef inh: 1; TNF necrop inh: -2.5; Runt-CBFb FRET: 1; PERK inhibitor: 0.0; EP2 modulator: 27; L929 necroptosis: 0.3; Runt-SMMHC FRET: 3

Results for Oc1sc(C=Nc2ccccc2)c2ccccc12 ?
RBBP9 inh: -5; Hck-Nef inh: -1; TNF necrop inh: -6.4; Runt-CBFb FRET: -35; PERK inhibitor: 0.6; PGE2 EP2 inh: 10; EP2 modulator: -32; L929 necroptosis: 0.7; Runt-SMMHC FRET: -112

How did O=C(c1ccco1)c1cn(CC(=O)N2CCCc3ccccc32)c2ccccc12 do in these assays?
RBBP9 inh: -7; Hck-Nef inh: 7; TNF necrop inh: -1.8; Runt-CBFb FRET: 2; PERK inhibitor: -0.2; PGE2 EP2 inh: 8; EP2 modulator: -24; L929 necroptosis: 0.5; Runt-SMMHC FRET: -2

How did Nc1nc(-c2cccnc2)nc(N2CCCCC2)n1 do in these assays?
RBBP9 inh: -8; Hck-Nef inh: 5; TNF necrop inh: -2.9; Runt-CBFb FRET: -2; PERK inhibitor: 0.5; PGE2 EP2 inh: 12; EP2 modulator: 9; L929 necroptosis: 0.0; Runt-SMMHC FRET: 0

How did CCOc1nc2c(c(=O)n(C)c(=O)n2C)n1Cc1ccccc1Cl do in these assays?
RBBP9 inh: -8; Hck-Nef inh: 2; TNF necrop inh: -9.4; Runt-CBFb FRET: -3; PERK inhibitor: 0.0; PGE2 EP2 inh: 7; EP2 modulator: 9; L929 necroptosis: -0.2; Runt-SMMHC FRET: -2

What do the screens show for `COc1ccc(C(=O)Nc2nc(C)cc(C)n2)cc1`?
RBBP9 inh: -7; Hck-Nef inh: 20; TNF necrop inh: -0.6; PERK inhibitor: 1.2; PGE2 EP2 inh: 10; EP2 modulator: 10; L929 necroptosis: 5.2

Results for CCc1nc(CN2CCN(Cc3ccc(F)c(F)c3)C(CCO)C2)c(C)[nH]1 (stereo not drawn) ?
RBBP9 inh: -8; Hck-Nef inh: 6; TNF necrop inh: 0.1; Runt-CBFb FRET: -2; PERK inhibitor: 0.4; PGE2 EP2 inh: 6; EP2 modulator: 16; L929 necroptosis: -0.3; Runt-SMMHC FRET: -3

Results for COc1nc(NCCc2ccc(OC)c(OC)c2)nc(NC(C)(C)CO)n1 ?
RBBP9 inh: -7; Hck-Nef inh: -1; TNF necrop inh: 0.2; Runt-CBFb FRET: -1; PERK inhibitor: -1.0; PGE2 EP2 inh: 7; EP2 modulator: 3; L929 necroptosis: 0.3; Runt-SMMHC FRET: -1

What do the screens show for `CC(=N\O)/C(CN(C)C)=N/O`?
RBBP9 inh: 1; Hck-Nef inh: -1; TNF necrop inh: 0.9; Runt-CBFb FRET: 3; PERK inhibitor: 0.5; PGE2 EP2 inh: 16; EP2 modulator: 12; L929 necroptosis: -0.1; Runt-SMMHC FRET: 4
